# Source: PubChem (ICCB-Longwood Screening Facility, Harvard Medical School)
# PV pol inh: poliovirus RNA polymerase inhibition | poliovirus polymerase elongation, fluorescence polarization; active compounds read low | P03300 | % elongation, % (compound at 16.7 µg/mL) | 0.66% of 150,000 active; in the data active means % elongation below about 90%; further: some results filed as inactive read as strong as hits
# Target sequence (P03300 1749-2209 limits assumed): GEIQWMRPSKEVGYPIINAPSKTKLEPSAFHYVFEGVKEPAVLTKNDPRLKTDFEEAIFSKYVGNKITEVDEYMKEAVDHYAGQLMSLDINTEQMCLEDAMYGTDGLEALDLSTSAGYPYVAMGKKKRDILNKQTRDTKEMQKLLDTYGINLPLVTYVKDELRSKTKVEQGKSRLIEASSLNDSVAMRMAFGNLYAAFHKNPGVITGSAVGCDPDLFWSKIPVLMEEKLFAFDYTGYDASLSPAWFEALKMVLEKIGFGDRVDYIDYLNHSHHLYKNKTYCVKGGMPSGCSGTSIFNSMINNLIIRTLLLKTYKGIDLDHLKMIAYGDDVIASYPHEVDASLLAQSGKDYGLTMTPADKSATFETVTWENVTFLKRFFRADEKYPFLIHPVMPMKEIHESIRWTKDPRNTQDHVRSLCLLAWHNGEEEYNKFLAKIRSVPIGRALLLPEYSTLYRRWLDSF
# PV pol inh FP z-score: recorded beside PV pol inh, whose call it bears; z-score; measured here: FP z-score; hits read low
# * marks the source's active call; other numbers are inactive results; & = joins results of further samples. Some of the compounds tested; rates above refer to the full screens.
SMILES,PV pol inh,PV pol inh FP z-score
NS(=O)(=O)c1ccc2nc(NC(=O)c3ccc(Br)s3)sc2c1,103.0,0.6
CCC(CC)C(=O)Nc1cc(-c2nc3cccnc3s2)ccc1C,110.0,0.4
O=C(c1ccccc1)C1(c2ccccc2)OCCCCO1,101.0,-0.3
O=C(Cc1ccccc1)Nc1ccc2c(c1)C(=O)OC2,103.0,-0.1
CCOC(=O)N1CCN(CC2CCCCC2)CC1,100.0,-0.1
COc1ccc(N(Cc2cccs2)C(=O)COc2cccc(C)c2C)cc1,102.0,-0.3
Cc1ccccc1CNC(=O)Cn1c(C)c2cnn(-c3ccccc3)c(=O)c2c1C,109.0,0.6
O=S(=O)(c1ccc(=S)[nH]c1)N1CCCCCC1,106.0,0.4
Cc1cccc(C)c1N1C(=O)CSCC1=O,105.0,0.6
COc1cccc2c(C)cc(N3CCCCC3)nc12,98.0,-0.6
CN1C(=O)SC(Nc2ccccc2)C1=O (stereo unspecified),99.0,-0.3
c1cncc(CNc2ccc(-c3nc4ncccc4o3)cc2)c1,99.0,-1.3
CCn1c(SCc2c(C)noc2C)nc2cc(S(=O)(=O)N3CCOCC3)ccc21,99.0,-0.4
COc1ccc(NC(=O)c2cc(-c3ccc(F)cc3)no2)cc1OC,107.0,0.3
CC(=O)c1sc2ccccc2c1O,105.0,0.3
COc1ccccc1CNC(=O)Cn1c(=O)oc2cc(S(=O)(=O)N3CCC(C)CC3)ccc21,99.0,-0.7
Cc1ccc(S(=O)(=O)N(CC(=O)N2CCC(C)CC2)C(=O)N2CCN(C)CC2)cc1,101.0,0
CC(C)(C)NS(=O)(=O)c1ccc2oc3ccc(S(=O)(=O)NC(C)(C)C)cc3c2c1,100.0,-0.1
Cc1cc(NS(=O)(=O)c2ccc(N3C(=O)c4ccccc4C3=O)cc2)no1,99.0,-0.9
O=C(CSc1nnc(-c2ccc3c(c2)OCO3)o1)Oc1ccccc1,83.0,-4.1
CCC(=O)N(c1nnc(SCCN2C(=O)c3ccccc3S2(=O)=O)s1)C1CC1,102.0,-0.2
Cc1noc(C)c1Cn1nc(C(=O)O)c2ccccc2c1=O,100.0,-0.2
C/C(Cn1cc[n+](C)c1)=N/O,102.0,0.1
S=C(c1ccncc1)N1CCOCC1,99.0,-0.6
O=C(CN1C(=O)COc2ccccc21)N(Cc1nc2ccccc2c(=O)[nH]1)CC1CCCO1 (stereo unspecified),108.0,0.9

# Full records, looked up by structure. Values in the order: PV pol inh, PV pol inh FP z-score
# `CC(C)(C)NS(=O)(=O)c1ccc2oc3ccc(S(=O)(=O)NC(C)(C)C)cc3c2c1` reads 100.0, -0.1
# `O=S(=O)(c1ccc(=S)[nH]c1)N1CCCCCC1` reads 106.0, 0.4

# Among those listed so far, 5 contain two or more sulfur atoms:
SMILES,PV pol inh,PV pol inh FP z-score
NS(=O)(=O)c1ccc2nc(NC(=O)c3ccc(Br)s3)sc2c1,103.0,0.6
O=S(=O)(c1ccc(=S)[nH]c1)N1CCCCCC1,106.0,0.4
CCn1c(SCc2c(C)noc2C)nc2cc(S(=O)(=O)N3CCOCC3)ccc21,99.0,-0.4
CC(C)(C)NS(=O)(=O)c1ccc2oc3ccc(S(=O)(=O)NC(C)(C)C)cc3c2c1,100.0,-0.1
CCC(=O)N(c1nnc(SCCN2C(=O)c3ccccc3S2(=O)=O)s1)C1CC1,102.0,-0.2

# Next section.
SMILES,PV pol inh,PV pol inh FP z-score
Cc1ccc(C2=NNC(C(O)C(O)C(O)C(O)CO)S2)cc1 (stereo unspecified),102.0,0
O=C(Cn1cnc2nc3c(cc2c1=O)CCCC3)N1CCN(c2ccccc2)CC1,103.0,-0.8
Cc1cc(C)c2oc(C(=O)Nc3c(C(=O)Nc4ccccc4)oc4ccccc34)cc(=O)c2c1,104.0,-0.6
CS(=O)(=O)c1ccc(-c2cccc(NC(=O)Cc3cccs3)c2)nn1,100.0,-0.8
Cc1ccc(Cl)cc1N1CCN(C(=O)c2cc(S(=O)(=O)N3CCCC3)c[nH]2)CC1,110.0,0.5
COc1ccccc1N1CCN(CCC(=O)O)CC1,104.0,0.6
CC(=O)C1=C(OC(=O)C(C)C)c2ccccc2S(=O)(=O)N1Cc1ccccc1,120.0,1.6
COc1ccc(Cl)cc1N(C(C)C(=O)O)S(C)(=O)=O (stereo unspecified),101.0,-0.1
NC(=O)C1=C(N)SC2C(=O)N(c3ccc4ccccc4c3)C(=O)C2C1c1ccccc1O (stereo unspecified),109.0,0.8
Cc1cc(=O)oc2cc(OCC(O)Cn3cnc4ccccc43)ccc12 (stereo unspecified),104.0,0.6
Fc1ccccc1-c1csc(-n2nccc2C(F)(F)F)n1,103.0,0.1
COc1ccc(CC(=O)NCc2ccccc2)cc1,99.0,-0.2
CCOc1ccc2c(O)c(C3=Nc4ccccc4C3=O)sc2c1,101.0,-0.4
O=C(O)CCn1ccc2cc(S(=O)(=O)N3CCCCC3)ccc21,107.0,-0.2
CSc1cccc(NC(=O)N2CCN3CCCCC3C2)c1 (stereo unspecified),104.0,0.3
CCOc1ccc(NC(=O)CSc2ncc3c(n2)-c2ccccc2N(Cc2ccccc2C)S3(=O)=O)cc1,112.0,0.4
COc1cc2c(cc1OC)C(=O)CC(C)(C)O2,107.0,0.4
O=C(NCC1COc2ccccc2O1)Nc1csc2ccccc12 (stereo unspecified),108.0,0.6
C=CCn1c(COc2ccc(CC)cc2)nnc1SCn1nnc2ccccc2c1=O,99.0,-0.3
O=C(O)c1[nH]n(-c2ccccc2)c(=O)c1/C=C1\C=Nc2ccccc21,104.0,0.6
COC(=O)c1c(NC(=O)CCCOc2ccc(C(C)(C)C)cc2)sc2c1CCC(C)C2 (stereo unspecified),104.0,-0.1
Cn1c2ccccc2c2cc(C#N)c3nc(=O)c4ccccc4n3c21,45.0,-4.6
O=C(Cc1nc(-c2cnccn2)no1)N/N=C/c1ccccc1,104.0,0.7
COc1ccc(C(=O)Nc2ccc(NC(=O)c3cccs3)cc2)cc1OC,105.0,0
Cc1ccc(-c2cc(/C=C3/C(=O)C=Cc4ccccc43)c(O)o2)cc1,71.0,-2.4

# (next part)
SMILES,PV pol inh,PV pol inh FP z-score
CC(=O)Nc1nonc1-c1nnc(SCC(=O)Nc2ccccc2)n1-c1ccccc1,110.0,0.9
Cc1cc(O)c(C(c2ccccc2Cl)N2CCN(c3ccccc3)CC2)c(=O)n1Cc1ccco1 (stereo unspecified),106.0,-0.6
CCCOc1ccc(C(=O)N(Cc2ccco2)Cc2ccco2)cc1,112.0,0.8
CC1(C)C(C(=O)NN2C(=O)c3ccccc3C2=O)C1(C)C,91.0,-0.8
CCCCCn1cc2c(c1-c1ccccc1Br)c(=O)n(C)c(=O)n2C,99.0,-1.7
COc1ccc(NC(=O)c2ccc(CN3CCS(=O)(=O)CC3)cc2)cc1,104.0,0
O=C1CN(C(=O)CCCOc2cccc(Br)c2)c2ccccc2N1,107.0,0.6
CCCCNC(=O)CCCn1c(=O)c2ccccc2n(Cc2c(C)cc(C)cc2C)c1=O,104.0,-0.6
O=C1c2cccnc2C(=O)N1CCc1ccc(S(=O)(=O)N2CCCc3ccccc32)cc1,101.0,-0.5
FC(F)(F)c1cccc(N2CCN(c3nc4ccccc4n4cnnc34)CC2)c1,109.0,1.5
CCCN1C(=O)c2ccccc2NC1c1ccc(C)cc1 (stereo unspecified),101.0,0
O=C1C(c2ccc(F)cc2)N(CC2COc3ccccc3O2)C(=O)CN1C1CCCCC1 (stereo unspecified),98.0,-0.9
CN1c2ccccc2C(=O)NC1c1ccc(Cl)c(Cl)c1 (stereo unspecified),105.0,0.4
O=C(CC1SC(=O)NC1=O)Nc1ccccc1NC(=O)CC1SC(=O)NC1=O (stereo unspecified),102.0,0.2
CNC(=O)C(C)OC(=O)C1CCN(C2=NS(=O)(=O)c3ccccc32)CC1 (stereo unspecified),103.0,0.2
CNC(=O)NCCc1ccc(Cl)cc1,99.0,-0.5
Cc1noc(C)c1COC(=O)c1ccc2ccccc2c1,101.0,0.4
Cc1ccc(NC(=O)CN2C(=O)CCSc3ccc(S(=O)(=O)N4CCCC4)cc32)cc1C,106.0,-0.1
Cc1nn(Cc2ccccc2)c(C)c1C(=O)OCc1cccc(S(=O)(=O)N(C)C)c1,101.0,-0.3
CCOCCOc1nc(C)cc(C)c1C#N,100.0,-0.2
COc1ccc(C(=O)COC(=O)C2Cc3ccccc3CN2S(C)(=O)=O)cc1 (stereo unspecified),103.0,0
COc1ccc(CNC(=O)Cn2c(-c3ccccc3)cc(C(C)=O)c2C)cc1OC,104.0,-0.5
O=C1c2ccccc2C(=O)N1CC(O)COc1ccc(Cl)cc1Cl (stereo unspecified),100.0,-0.1
O=S(=O)(c1ccc(-c2cc(C(F)(F)F)on2)s1)N1CCN(c2ccc(F)cc2)CC1,103.0,-0.8
COc1ccc(CCNC(=O)Cc2c(C)c3cc4c(C(C)(C)C)coc4c(C)c3oc2=O)cc1,112.0,1

# (further entries)
SMILES,PV pol inh,PV pol inh FP z-score
CCOC(=O)c1cnn(Cc2ccccc2)c1N,101.0,-0.4
CCn1ncc(Br)c1C(=O)Nc1nccs1,102.0,0.4
CCOc1ccc(CCNC(=O)CCCc2nnc3n(CCCOC)c(=O)c4sccc4n23)cc1,123.0,0.9
Cc1cc(C)cc(NC(=O)CCCC(=O)Nc2cc(C)cc(C)c2)c1,100.0,-0.3
CCOC(=O)c1ccc(NC(=O)CSc2nc(C)c(Cc3ccccc3)c(=O)[nH]2)cc1,103.0,-0.9
Cn1cccc1C(=O)C(F)(F)F,103.0,0.2
Cc1ccc(NC2=Nc3ccccc3CS2)cc1,104.0,0.2
COc1ccccc1-c1cc2nc(C)c(CCC(=O)NCCc3cccc(C)c3)c(C)n2n1,107.0,0
COC(=O)c1cc(S(=O)(=O)NCC2CCN(Cc3ccccc3F)CC2)c[nH]1,105.0,-0.1
O=C(CCN1C(=O)S/C(=C\c2cccs2)C1=O)NCc1ccco1,105.0,0.5
O=C1NC(=Nc2ccccc2)S/C1=C/C=C/c1ccco1,106.0,0.9
CCc1ccc(NC(=O)C2CCCN2S(=O)(=O)c2ccc3c(c2)C(C)(C)C(=O)N3C)cc1 (stereo unspecified),102.0,-0.1
O=C(CSc1nnc(-c2ccccc2)n1Cc1ccco1)c1ccc2c(c1)OCO2,111.0,0.9
O=C(NN1C(=O)c2ccccc2NC1c1ccccn1)c1ccccc1 (stereo unspecified),102.0,0.1
CCC(Sc1nnc(-c2ccc(F)cc2)c(-c2ccc(F)cc2)n1)C(=O)NC1CCCC1 (stereo unspecified),110.0,0.7
CN(CC1COc2ccccc2O1)C(=O)C1CCN(c2ccc(-c3cccs3)nn2)CC1 (stereo unspecified),102.0,0.4
Cc1ccc(C(=O)NN2C(=O)CSC2=S)cc1,105.0,0.9
CC(C)C(=O)Oc1cc(-c2ccccc2)c2oc(=O)sc2c1,102.0,0.1
CCOc1ccc(NC(=O)c2cc(C)nc3c2c(C)nn3-c2ccc(C)cc2)cc1,111.0,0.7
Cc1ccc(C)c(CNC(=O)CCn2cccn2)c1,105.0,-0.2
CC(Oc1ccc(Cl)cc1Cl)C(=O)Nc1nc2c(s1)C(=O)CC(C)(C)C2 (stereo unspecified),103.0,0.4
c1ccc2c(c1)CCN(Cn1cnc3ccccc31)C2,101.0,-0.2
Cc1cccc(NC(=O)C2CCCN(S(=O)(=O)c3ccc4c(c3)oc(=O)n4C)C2)c1 (stereo unspecified),104.0,0
CCOC(=O)C1=C(C)NC(=O)NC1c1ccc(OCC(=O)N/N=C/c2ccc(N(C)C)cc2)c(OC)c1 (stereo unspecified),103.0,0.3
Cc1cc(Cl)ccc1OCC(=O)Nc1c(C(=O)c2ccccc2)oc2ccccc12,108.0,0.5

# A second format for some results above.
# Order of results – PV pol inh | PV pol inh FP z-score
> O=C(CCN1C(=O)S/C(=C\c2cccs2)C1=O)NCc1ccco1
 : 105.0 | 0.5
> O=C1NC(=Nc2ccccc2)S/C1=C/C=C/c1ccco1
 : 106.0 | 0.9
> CCc1ccc(NC(=O)C2CCCN2S(=O)(=O)c2ccc3c(c2)C(C)(C)C(=O)N3C)cc1 (stereo unspecified)
 : 102.0 | -0.1

# Next part.
SMILES,PV pol inh,PV pol inh FP z-score
CC1CCCCC12NC(=S)N(c1ccc(Cl)cc1)N2 (stereo unspecified),102.0,-0.1
Cc1ccccc1Oc1ccc(-c2nc(N)nc(N)n2)cc1,103.0,0.4
Cc1c2cnn(-c3ccccc3)c(=O)c2c(C)n1CCCC(=O)N1CCOCC1,104.0,0.5
CCc1ccc(-c2cc(C(=O)OC)c3ccccc3n2)cc1,106.0,0.4
OC(OCC1Cc2ccccc2O1)C1Cc2ccccc2O1 (stereo unspecified),103.0,0
O=C(c1ccc(Nc2nc3ccccc3n3nnnc23)cc1)N1CCN(c2ccc(F)cc2)CC1,107.0,0.5
O=C(O)CCC(=O)Nc1ccc(C(=O)N2CCCCC2)cc1,105.0,0.1
COc1cccc(NC(=O)CN(C)CC(=O)Nc2cccc(C#N)c2)c1,106.0,0.5
COc1ccc(S(=O)(=O)c2cc3cc(OC)ccc3oc2=O)cc1,103.0,-1.3
Cc1ccc(N2C(=O)C3C4C=CC(CNC(=S)NCc5ccccc5)(O4)C3C2=O)cc1 (stereo unspecified),105.0,1.3
COc1ccc(CNC(=O)C2CCC(CNS(=O)(=O)c3ccc4c(c3)CCCC(=O)N4)CC2)cc1 (stereo unspecified),107.0,-0.1
Nc1nc(N)c(S(=O)(=O)c2ccccc2)c(Nc2ccccc2)n1,108.0,0.7
CCn1c(=O)c2ccccc2c2c(O)nc(-c3ccccc3)n21,108.0,-0.2
O=c1nc(-c2ccccc2)cn[nH]1,102.0,0.3
C(=N\N=C(c1ccccc1)C12CN3CN(CN(C3)C1)C2)/c1ccccc1,99.0,-0.1
O=c1[nH]oc2c1CCNC2,99.0,-0.3
CCN=C1SC(CC(=O)Nc2ccccc2)C(=O)N1CC (stereo unspecified),101.0,-0.1
Cn1nc(C(=O)NCc2cccs2)c2c1-c1ccccc1SC2,101.0,-0.6
O=C(NC1CCCCCC1)C1CCN(C(=O)N2CCOc3ccc(Cl)cc32)CC1,108.0,0.2
CC(=O)Oc1ccc(C(c2ccc(OC(C)=O)cc2)c2ccccn2)cc1,99.0&100.0,0&0.1
CN(C)CCN1C(=O)C2C3C=CC(C3)C2C1=O (stereo unspecified),104.0,0.9
C=CCn1c(COc2ccc(CC)cc2)nnc1SCC(=O)N(C)C1CCS(=O)(=O)C1 (stereo unspecified),104.0,0.1
